Compound activity as filed in PubChem.
Granule exo inh: LAMP-1 surface exposure blockers, TALL-104 cells – cell-based, flow cytometry, MLPCN library, primary screen | TALL-104 LAMP-1 surface exposure; cells stimulated with thapsigargin and PMA | inhibition, % at 10 µM | 360,000 compounds, 0.66% hits | AID 651702, 2012;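 active means inhibition above about 55%, limit read from the data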
aDG glyco act: activators of alpha-DG glycosylation, primary screen, uHTS, Pro5-aDG cells, AlphaScreen; alpha-DG glycosylation AlphaScreen (IIH6); 0% Pro5, 100% B10-LARGE cell signal; activation, % at 10 µM; 360,000 compounds, 0.22% hits; AID 624168, 2012;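 active means activation of at least 8% versus controls, or a plate z-score of at least 8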;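 further: Pro5 are CHO cells carrying HIG-tagged alpha-DG that lacks glycosylation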
ABHD5-PLIN5 inh: ABHD5-PLIN5 interaction inhibitors, primary screen, cell lysate, split luciferase complementation, luminescence; Split G. princeps luciferase complementation, 4 h; AID 602281, 2012; inhibition, % at 4 µM; 360,000 compounds, 0.78% hits;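 active means inhibition above the mean inhibition across every tested compound plus 3 SD, cut at about 22% in these data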;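 further: 0% = DMSO only wells and the 100% control is not disclosed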
MC4R antag cAMP: MC4R antagonists of cAMP signaling, primary screen, cell-based, TR-FRET, antagonist arm of biased-ligand search | Melanocortin receptor 4 (Homo sapiens), P32245 | MC4R-expressing cells, MTII-stimulated cAMP, LANCE TR-FRET | inhibition, % at 6.5 µM | 360,000 compounds, 0.48% hits;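 active means inhibition above its plate's cutoff, the mean of tested wells on that plate plus 3 SD, cut at about 29% in these data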;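 further: 0% = Melanotan II alone and 100% = Melanotan II plus saturating MCL0020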
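Assay system: U2OS-MC4R stable cell line; Also added: Melanotan II; Technique: Eu-cAMP/anti-cAMP TR-FRET, emission 671 nm; Times: 30-min compound, 1-h challenge, 1-h detection, room temperature.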
TLR9-MyD88 block: inhibitors of TLR9-MyD88 association in cells, primary screen, cell-based, CHO, BLA complementation, fluorescence; Toll-like receptor 9 (Homo sapiens) + Myeloid differentiation primary response protein …; CCF4 FRET ratio; inhibition, % at 4.98 µM; 340,000 compounds, 0.21% hits;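 active means inhibition above the mean over all tested compounds plus 3 SD, cut at about 21% in these data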;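 further: 0% = DMSO only wells and 100% = clavulanate BLA inhibitor control wells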
MC4R barr agon: MC4R agonists recruiting beta-arrestin, primary screen, cell-based, luminescence, agonist arm of biased-ligand search | Melanocortin receptor 4 (Homo sapiens), P32245 | U2OS MC4R beta-arrestin complementation; percent of melanotan II response, DMSO zero | activation, % at 8.9 µM | 360,000 compounds, 0.98% hits | AID 540308, 2011;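 active means activation above a per-plate cutoff, the mean activation of sample wells on that plate plus 3 SD, cut at about 8% in these data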
ABCB6 inh 2: ABCB6 transporter inhibitors, primary screen, K562-ABCB6 cells, flow cytometry, MLPCN library. ATP-binding cassette sub-family B member 6 (Homo sapiens), Q9NP58. K562-ABCB6 porphyrin accumulation, 1 h; hits give low values. fluorescence ratio to DMSO, % at 10 µM. 360,000 compounds, 0.19% hits;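 active means fluorescence ratio to DMSO below 75%, the collection mean minus 3 SD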;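 further: signal is porphyrin accumulated inside mitochondria; 100% equals median channel fluorescence of DMSO control wells; lower ratio means ABCB6 inhibition with less porphyrin fluorescence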
Target sequence (Q9NP58 whole entry, looked up): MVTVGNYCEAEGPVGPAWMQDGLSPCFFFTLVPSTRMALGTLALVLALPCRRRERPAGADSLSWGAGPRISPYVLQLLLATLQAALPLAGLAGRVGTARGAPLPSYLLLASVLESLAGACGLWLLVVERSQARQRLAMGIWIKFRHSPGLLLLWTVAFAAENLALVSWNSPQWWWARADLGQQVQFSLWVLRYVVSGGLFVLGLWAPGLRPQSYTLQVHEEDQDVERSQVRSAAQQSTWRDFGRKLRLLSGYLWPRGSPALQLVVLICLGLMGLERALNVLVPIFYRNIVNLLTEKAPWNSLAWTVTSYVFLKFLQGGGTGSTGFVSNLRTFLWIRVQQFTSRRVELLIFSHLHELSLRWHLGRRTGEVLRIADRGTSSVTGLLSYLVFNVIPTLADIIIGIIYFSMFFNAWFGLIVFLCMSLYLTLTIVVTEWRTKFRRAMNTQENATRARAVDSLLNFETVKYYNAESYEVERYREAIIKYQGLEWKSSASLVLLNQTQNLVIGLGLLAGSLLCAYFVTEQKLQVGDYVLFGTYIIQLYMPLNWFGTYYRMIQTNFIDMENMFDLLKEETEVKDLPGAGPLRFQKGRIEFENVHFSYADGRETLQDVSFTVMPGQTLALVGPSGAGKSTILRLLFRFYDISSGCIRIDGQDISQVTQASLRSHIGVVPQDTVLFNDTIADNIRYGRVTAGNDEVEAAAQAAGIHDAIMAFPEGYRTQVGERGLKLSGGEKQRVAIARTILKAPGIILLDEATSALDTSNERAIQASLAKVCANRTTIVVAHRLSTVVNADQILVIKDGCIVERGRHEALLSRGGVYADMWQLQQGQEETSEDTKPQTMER
Vif inh: HIV Vif self-association inhibitors, primary screen, imaging, HEK293T, single point | HEK293T cells, Vif self-association by quenched fluorescence, 24 h | inhibition, % at 7.49 µM | 340,000 compounds, 0.35% hits; in the data active means inhibition above about 50%, passing the limit was not always enough; further: some results filed as inactive read as strong as hits
NOD2 RIPK2 PPI: NOD2-RIPK2 binding disruptors in cells, primary screen, fluorescence, CHO cells, BLA complementation | AID 624267, 2012 | 360,000 compounds, 0.38% hits | Receptor-interacting serine/threonine-protein kinase 2 (Homo sapiens), O43353 | CCF4 ratio | inhibition, % at 4.98 µM; in the data active means inhibition above about 21%;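 further: 0% = vehicle only and 100% = reference blocker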
Glyco luc inh: increase of ERlucT glycosylation luciferase signal, primary screen, N-linked glycosylation inhibitor project, D54 ERlucT cells, luminescence, set 2; D54 ERlucT glycosylation luciferase reporter, 24 h; percent of 100 nM tunicamycin response; AID 588692, 2011; 360,000 compounds, 0.23% hits; reporter increase, % at 12.5 µM;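 active means mean luciferase reporter signal, scaled so untreated is 0 and the glycosylation-blocking control 100, at or above a set limit in every replicate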;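 further: luciferase carries N-glycosylation sites so blocking glycosylation raises the light; 0% = median of neutral control wells and 100% = median of 100 nM tunicamycin wells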
An asterisk follows results filed as active; · = no result given. A portion of the library. The share of hits here may be higher or lower than overall.

SMILES	Granule exo inh	aDG glyco act	ABHD5-PLIN5 inh	MC4R antag cAMP	TLR9-MyD88 block	MC4R barr agon	ABCB6 inh 2	Vif inh	NOD2 RIPK2 PPI	Glyco luc inh
COc1cnc(-c2ccccn2)nc1N(C)c1ccccc1	4	1.7	8	3	2	-1.7	96	-15	2	-8
O=C(Nc1cccnc1)c1ccc([N+](=O)[O-])o1	2	0.7	-6	11	9	-1.2	100	-4	-1	18
Cc1ccccc1C1NC(=O)Cc2ccccc21 (configuration not stated)	-3	-0.1	0	2	-2	0.9	96	1	8	2
O=C1NC(=O)C(=Cc2ccc(Cl)c(Cl)c2)S1	-3	-0.1	2	7	-6	-3.2	104	-20	-2	1
CCC(C)(C)C1CCc2[nH]nc(C(=O)NC3CCCCC3)c2C1 (configuration not stated)	2	0.6	-3	3	-50	-1.3	97	-14	0	-4
O=C(CN1C(=O)COc2ccccc21)N(Cc1cccnc1)Cc1ccccc1F	0	0.2	-8	8	10	0.1	98	1	-6	0
Cc1ccc(N/C=C/C(=O)c2ccco2)c(O)c1	1	0.0	-4	-5	5	-1.0	99	-2	-4	-6
COc1cccc(CNC(=O)c2ccccc2-c2ccccc2)c1	1	0.3	-10	7	-3	-3.4	98	-1	-4	-1
Cc1nc(-c2cccc(NC(=O)Cc3ccccc3)c2)cs1	-6	0.5	2	-7	1	-1.2	104	-7	1	-1
CCN(CC)CC(=O)Nc1c2c(nc3ccccc13)N(C)CC2	14	0.2	-8	2	-12	-0.2	98	6	-9	-4
Cc1ccc(NC(=O)C(=O)NCCN2CCN(Cc3ccc([N+](=O)[O-])cc3)CC2)cc1	2	1.0	6	7	-15	-0.3	93	-10	-6	-4
Cn1c(=O)c(=O)n(C)c2cc(S(=O)(=O)CCC(=O)Nc3cccc(C(F)(F)F)c3)ccc21	-1	-0.2	-1	-4	7	-5.0	105	3	3	2
COCCNS(=O)(=O)c1ccc(OCC(=O)N2CCc3ccccc3C2)c(Cl)c1	6	0.2	5	3	5	-0.7	98	-3	9	-3
CCOC(=O)N1CCN(C(=O)c2ccc3c(=O)n(-c4ccc(OC)cc4)c(=S)[nH]c3c2)CC1	3	0.1	8	5	5	2.9	116	·	-10	0
Cc1ccc(NC(=O)CN2C(=O)NC3(CCc4ccccc43)C2=O)cc1S(=O)(=O)N1CCCCC1 (configuration not stated)	-4	0.5	-10	6	1	-4.8	101	0	-6	7
Cc1ccc(C(=O)N2CCC(Cc3ccccc3)CC2)cc1S(=O)(=O)N1CCOCC1	3	-0.3	-5	18	-19	2.8	96	-17	6	6
CCOC(=O)N1CCN(C(=S)Nc2cc(S(=O)(=O)N3CCOCC3)ccc2Cl)CC1	-3	-0.2	-7	17	-3	1.4	107	-13	1	2
CC(C)(C)N(NS(=O)(=O)c1ccc(F)cc1)c1ccccc1	-8	-0.1	-9	3	14	-4.7	97	-6	7	3
CCc1nc(N2CCC(C)CC2)c2oc3ccccc3c2n1	-2	2.1	-8	14	-5	0.4	88	-1	-3	0
C#CCN1C(=O)C2C(C(=O)NC)C3C=CC2(O3)C1C(=O)NCc1ccc(OC)cc1 (configuration not stated)	1	-0.2	0	-4	-8	-0.6	93	-1	13	2

3 entries from above, sorted by count of non-hydrogen atoms, rising.
SMILES	Granule exo inh	aDG glyco act	ABHD5-PLIN5 inh	MC4R antag cAMP	TLR9-MyD88 block	MC4R barr agon	ABCB6 inh 2	Vif inh	NOD2 RIPK2 PPI	Glyco luc inh
O=C(Nc1cccnc1)c1ccc([N+](=O)[O-])o1	2	0.7	-6	11	9	-1.2	100	-4	-1	18
Cc1ccccc1C1NC(=O)Cc2ccccc21 (configuration not stated)	-3	-0.1	0	2	-2	0.9	96	1	8	2
O=C(CN1C(=O)COc2ccccc21)N(Cc1cccnc1)Cc1ccccc1F	0	0.2	-8	8	10	0.1	98	1	-6	0

(cont.)
SMILES	Granule exo inh	aDG glyco act	ABHD5-PLIN5 inh	MC4R antag cAMP	TLR9-MyD88 block	MC4R barr agon	ABCB6 inh 2	Vif inh	NOD2 RIPK2 PPI	Glyco luc inh
c1ccc(CNc2nc3ccccc3[nH]2)cc1	-1	0.4	10	10	-3	0.1	100	10	-2	-4
CC(=O)NC(=S)Nc1ccc(S(=O)(=O)N2CCOCC2)cc1	2	0.3	3	-1	-8	-0.7	100	8	9	3
Cc1cc(C)c(C#N)c(SCc2ccc(F)cc2)n1	-2	0.3	-16	-6	-5	-1.3	105	-4	5	-6
COc1cc(C=NNC(=O)Cn2nc(C)cc2C)ccc1OC(=O)C1CC1	0	0.1	-3	8	-23	0.7	96	-1	-5	2
Cn1c(=O)[nH]c(=O)c2c1nc(N1CCN(CCO)CC1)n2CCSc1nc2ccccc2s1	-2	-0.2	6	-1	-10	2.2	97	3	-10	0
N/C(=N\OC(=O)Cc1ccc([N+](=O)[O-])cc1)c1ccc([N+](=O)[O-])cc1	7	-0.1	-2	1	-4	-0.5	101	·	-9	5
CCOC(=O)C1CSC(CC(=O)Nc2ccc(Cl)c(Cl)c2)C(=O)N1 (configuration not stated)	-2	-0.2	10	13	-12	-0.2	91	·	-7	0
O=c1oc2c3c4c(cc2c2c1CCC2)OCCN4CCC3	-2	-0.3	-1	7	0	-1.6	100	9	1	3
O=C(COC(=O)c1ccccn1)Nc1cccc2ccccc12	-1	-0.2	0	-1	-12	1.7	105	-17	-11	1
Cc1ccc(NC(=O)Nc2ccc(F)c(Cl)c2)cc1	-6	0.5	-1	23	2	1.0	96	-9	-12	-10
Cc1nn(C)c(C(=O)NC2C3CC4CC(C3)CC2C4)c1Cl (configuration not stated)	-1	0.1	-6	-1	-1	-1.0	97	-3	6	-2
CC(Sc1nnc(Cc2cccs2)n1C1CCCCC1)C(=O)N1CCc2ccccc21 (configuration not stated)	0	0.2	8	11	-9	3.4	94	1	8	-5
COc1cccc(CNc2nc3ccccc3n2CCN2CCCCC2)c1	1	-0.1	2	13	-9	-1.0	104	0	0	-4
CC1CCN(c2ccc(NC(=O)Cc3ccccc3)cc2)CC1	-1	-0.1	2	10	8	1.6	103	8	-9	-4
O=C(CSc1nc(C2CC2)nc2ccccc12)N1c2ccccc2Sc2ccccc21	-1	-0.2	-1	-1	8	-3.0	98	2	4	-2
CCOC(=O)N1N=C(CC)CC1(O)C(F)(F)F (configuration not stated)	-1	0.2	9	4	-1	-0.5	100	0	-4	1
CCc1nc2ccccc2c(=O)n1/N=C/c1ccc(Cl)cc1	4	0.1	6	1	5	3.7	96	-3	3	2
CC(C)OC(=O)CC12CN3CC(CC(=O)OC(C)C)(CN(C1)C(=O)c1ccccc1C3=O)C2=O	-4	0.2	3	-2	-10	2.9	103	0	-3	2
CC1=NCCN1CCNC(=O)Nc1cc(C)cc(C)c1	1	0.0	3	-4	·	0.6	99	-5	-9	0
O=C(NCc1ccc2c(c1)OCO2)c1ccccc1Cl	10	0.0	3	4	0	1.3	99	3	-4	0
Cc1ccc(-n2ncc3c(=O)n(CC(=O)Nc4cccc(Cl)c4)cnc32)cc1C	-1	0.0	3	20	4	1.6	100	-8	3	-2
N/C(Cc1ccc([N+](=O)[O-])cc1)=N\OC(=O)Cc1ccccc1	3	0.2	-4	4	7	-0.1	100	-2	-6	-1
O=C(NCCN1C(=O)C2C3C=CC(C3)C2C1=O)NCc1ccccc1 (configuration not stated)	2	0.1	-2	1	-9	-0.8	97	3	1	1
Cc1ccc(CNC(=O)CN2CCN(Cc3ccc(Cl)cc3)C2=O)cc1	0	0.0	7	-1	-2	-0.8	95	-1	3	-3
CC1=C(C(=O)Nc2ccccc2)C(c2ccc(C)o2)n2c(s/c(=C/c3ccccc3)c2=O)=N1 (configuration not stated)	5	0.2	-3	5	1	0.9	94	7	-12	0
CSc1cccc(NC(=O)CNC(=O)C2CCCCC2)c1	1	0.4	0	0	0	-0.5	91	-5	-4	4
Cc1ccc(N2C(=O)c3ccccc3NC2C(C)Cc2ccc3c(c2)OCO3)cc1 (configuration not stated)	-1	0.2	1	4	1	-1.4	90	21	5	-6
O=C(CN(Cc1ccccc1F)S(=O)(=O)c1ccc(Cl)cc1)NCC1CCCO1 (configuration not stated)	-3	0.0	-11	9	-6	2.9	98	-4	0	-3
COc1cc(NS(=O)(=O)c2ccc(NC(=S)NC(=O)c3ccc(F)cc3)cc2)nc(OC)n1	-1	0.0	-10	23	-3	0.5	97	-5	1	-1
COc1ccc2nc(NC(=S)N(C)C)sc2c1	-6	0.7	-4	16	-2	-2.3	102	-4	1	-14
CC(=O)Nc1ccc(S(=O)(=O)NCC(=O)OCc2ccccc2)cc1	1	0.0	-4	28	-3	1.5	100	1	12	1
CN(C)S(=O)(=O)c1ccc(Cl)c(C(=O)NCc2ccco2)c1	5	0.1	0	14	3	-2.2	95	-1	-5	2
O=[N+]([O-])c1cc(S(=O)(=O)N2CCCCCC2)ccc1Cl	-4	1.5	-4	18	-1	-4.0	104	0	17	-3
COc1ccc(NC(=O)COC(=O)C2CC3C=CC2C3)cc1 (configuration not stated)	-4	0.1	3	6	10	-0.8	99	8	-5	3
O=C(OCC(=O)N1CCCC1=O)c1ccc(O)cc1O	13	0.1	2	-4	2	-1.6	97	·	1	2
Fc1cccc(CN2CCN(C(=S)NCCc3ccccc3)CC2)c1	0	-0.3	0	2	-7	-0.4	95	-7	0	0
CCOC(=O)c1c(N)nn(C(=O)C(C)C)c1-c1ccc(OC)cc1	-5	-0.1	4	2	9	4.2	90	-1	-1	0
c1ccc(CCc2cn(C[C@H]3CC[C@@H]([C@@H]4CC[C@H](Cn5cc(CCc6ccccc6)nn5)O4)O3)nn2)cc1	-5	0.1	4	7	-8	-0.8	91	-1	1	-5
CCOc1ccc2[nH]c(=O)c(C(c3nnnn3Cc3ccco3)N3CCN(C)CC3)cc2c1 (configuration not stated)	1	-0.2	1	6	-7	-3.4	99	8	7	-2
CCOc1ccc(CCNC(=O)CCn2nc(C)c3c(C)n(-c4ccccc4)nc3c2=O)cc1	-3	0.0	6	9	-5	-0.8	100	3	-5	-1
S=C(Nc1ccc(Oc2ccccc2)cc1)NC1CCCCCC1	-1	1.8	2	10	-7	2.5	87	0	-5	-6
N#CC1=C(N)SC(N)=C(C#N)C1C1C=CCCC1 (configuration not stated)	-3	-0.1	-12	10	2	-2.1	99	2	-1	1
Cc1ccc(C(=O)N(c2ccccc2)C2CC(C)N(C(=O)c3ccco3)c3ccccc32)cc1 (configuration not stated)	0	-0.4	3	2	-3	-0.7	86	-23	0	-7
Oc1ccc(C(c2nnnn2C2CCCCC2)N2CCOCC2)cc1 (configuration not stated)	4	0.2	-9	7	1	-3.2	101	0	-1	3
Cn1cc(CN2CCC(N3CCNC(=O)CC3)CC2)c(-c2ccccc2F)n1	-1	0.1	3	10	8	0.3	97	4	1	2
